HTRA1 inh = blocks human HTRA1 serine peptidase. Q92743. recombinant HTRA1, FP-rhodamine activity-based probe, fluorescence polarization. inhibition, % at 5.96 µM. hit rate 0.5% among 340,000. AID 504803; in the data active = inhibition above about 36%;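 also: 0% = enzyme with DMSO and 100% = wells lacking enzyme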
NR1D1 modulator = Rev-erb alpha (human) modulation | Rev-erbα–FITC-DNA binding, fluorescence polarization, 90 min | activity, % at 10 µM | hit rate 0.79% among 370,000 | AID 1259318;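 active = activity above about 14%, limit read from the data; passing the limit was not always enough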;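 also: 0% = DMSO wells with 35 nM protein and 100% = DMSO wells with 750 nM protein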
NPR1 activator = GC-A (human) enzyme activation; P16066; HEK293 GC-A cells, cGMP TR-FRET, EC30 ANP; 0% at EC30 ANP, 100% saturating ANP; activation, % at 10 µM; hit rate 0.14% among 370,000; in the data active = activation above about 40%
Target sequence (P16066 whole entry, looked up): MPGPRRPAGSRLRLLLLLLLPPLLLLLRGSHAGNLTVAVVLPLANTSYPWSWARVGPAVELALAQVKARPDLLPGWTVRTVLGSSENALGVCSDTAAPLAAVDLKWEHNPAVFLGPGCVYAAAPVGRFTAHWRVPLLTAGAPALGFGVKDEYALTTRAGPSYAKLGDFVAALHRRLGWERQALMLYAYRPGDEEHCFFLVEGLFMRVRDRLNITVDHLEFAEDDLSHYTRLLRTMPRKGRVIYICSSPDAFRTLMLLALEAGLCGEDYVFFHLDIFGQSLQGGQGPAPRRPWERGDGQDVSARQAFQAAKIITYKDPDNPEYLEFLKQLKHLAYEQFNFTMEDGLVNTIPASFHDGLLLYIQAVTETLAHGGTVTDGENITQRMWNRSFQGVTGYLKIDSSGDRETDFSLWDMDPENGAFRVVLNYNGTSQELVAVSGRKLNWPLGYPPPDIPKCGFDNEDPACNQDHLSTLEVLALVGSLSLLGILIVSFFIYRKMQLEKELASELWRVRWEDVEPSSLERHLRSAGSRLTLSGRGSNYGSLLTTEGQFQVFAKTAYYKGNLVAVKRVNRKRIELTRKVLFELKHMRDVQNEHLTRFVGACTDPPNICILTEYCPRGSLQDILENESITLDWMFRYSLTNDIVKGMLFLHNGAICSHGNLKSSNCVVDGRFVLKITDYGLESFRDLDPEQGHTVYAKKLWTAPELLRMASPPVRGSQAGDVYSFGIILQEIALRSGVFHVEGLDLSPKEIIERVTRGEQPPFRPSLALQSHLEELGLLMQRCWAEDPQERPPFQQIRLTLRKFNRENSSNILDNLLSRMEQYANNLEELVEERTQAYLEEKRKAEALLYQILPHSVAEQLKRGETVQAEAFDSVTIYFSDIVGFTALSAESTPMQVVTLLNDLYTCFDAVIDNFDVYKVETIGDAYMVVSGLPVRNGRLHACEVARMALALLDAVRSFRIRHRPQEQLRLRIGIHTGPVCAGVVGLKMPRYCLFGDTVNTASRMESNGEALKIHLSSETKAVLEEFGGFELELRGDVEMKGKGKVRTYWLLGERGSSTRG
ARFGAP1 inh = rat ARFGAP1 inhibition. hit rate 0.26% among 360,000. inhibition, % at 16.5 µM. Arfgap1-stimulated ARF1 GTP hydrolysis, GDP FP detection;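 active = inhibition above a per-plate limit, mean inhibition of low control wells plus 3 SD, cut at about 25% in these data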;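 also: 0% = DMSO wells with enzyme and 100% = wells lacking Arfgap1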
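System: truncated rat Arfgap1 GAP domain / Medium: HEPES-based buffer, pH 7.5 / Also added: N-terminally truncated human ARF1-GTP substrate / Incubation: enzyme reaction 120 min at 25 °C after 20 min preincubation / Measured by: FP of antibody-bound GDP Alexa 633 tracer, ex 620/em 688 nm / Replicates: singlicate, each compound tested once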
GC-B act = GC-B (human) receptor activation; P20594; HEK293-GC-B cells, CNP EC30, cGMP TR-FRET; 0% at EC30 CNP, 100% saturating CNP; activation, % at 10 µM; hit rate 0.11% among 370,000; AID 1920062;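 active = activation at 10 µM reaching about 35% in either raw or pattern-adjusted values, limit read from the data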
rCAG binder = molecules binding r(CAG) RNA repeats; r(CAG) RNA repeat, TO-PRO-1 dye displacement fluorescence; inhibition, % at 3 µM; hit rate 1.3% among 370,000;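 active = inhibition above the plate cutoff, the mean of all test compounds on that plate plus 3 SD, cut at about 35% in these data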;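 also: 0% = DMSO alone and 100% = 100 µM mitoxantrone as full dye displacement; higher means more dye released from RNA so lower well fluorescence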
ASAP1 GAP inh = blocks human ASAP1-stimulated Arf1 GTP hydrolysis | Q9ULH1 | GDP FP detection | inhibition, % at 16.5 µM | hit rate 0.19% among 360,000; in the data active = inhibition above about 25%;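 also: 0% = vehicle with enzyme and substrate and 100% = no enzyme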
SMARCA2 act = SMARCA2 function activation, primary screen; AID 652017; hit rate 1% among 370,000; activation, % at 9.1 µM; MG213 cells, MMTV-luciferase reporter, dexamethasone, overnight; in the data active = activation above about 7.8%;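 also: 0% = vehicle wells and 100% = reference activator wells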
mABHD4 FP = ABHD4 (mouse) inhibition, primary FP screen; AID 720543; hit rate 0.54% among 370,000; purified mABHD4, FP-Rh probe fluorescence polarization; inhibition, % at 8.92 µM; Q8VD66;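 active = inhibition exceeding the mean over every tested compound plus 3 SD, cut at about 30% in these data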;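 also: 0% = plate median of compound wells and 100% = S159A mutant with DMSO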
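System: mouse ABHD4 enzyme, wild type / Medium: HEPES pH 7.0, NaCl, Pluronic buffer / Reagent: FP-Rh activity-based fluorescent probe / Control set: S159A mutant high control, sample median low control / Detection: fluorescence polarization with parallel and perpendicular emission, 525/598 nm / Schedule: 45 min + 60 min at 25 °C / Compound dosing: 8.92 µM, single dose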
PG9 Ab binder = PG9 antibody binding by small molecule; TR-FRET gp120-PG9 antibody binding; inhibition, % at 6.7 µM; hit rate 0.43% among 360,000; in the data active = inhibition above about 8.5%
An asterisk follows results filed as active; · = not tested or not shown. Hits appear at their usual frequency. About 4.4% of those tested had a hit in this group.

Each structure is followed by: NPR1 activator, PG9 Ab binder, GC-B act, mABHD4 FP, ARFGAP1 inh, ASAP1 GAP inh, HTRA1 inh, rCAG binder, SMARCA2 act, NR1D1 modulator
> CC(C)C(=O)N1CCN(c2ccc([N+](=O)[O-])cc2Cl)CC1
  0.4, 0.5, -3.1, 6.6, 9.8, -1.2, 4.0, -3.6, 3.5, -4.1
> O=C(CSc1n[nH]c(=O)[nH]c1=O)Nc1ccc(C(=O)O)cc1
  4.6, 1.7, 2.1, -7.7, -5.2, 9.9, 0.8, 0.9, 3.0, -1.5
> CCn1c(CSCc2ccc(C)cc2)nnc1SCC(=O)NCc1ccccc1
  -3.6, -2.2, 1.1, -4.0, 0.5, -3.0, -1.6, -2.3, 0.6, 1.7
> COc1cccc(C(=O)NCCS(=O)(=O)NCc2ccc(Cl)cc2)c1
  0.0, -1.2, -2.2, -5.0, -2.0, -0.7, -11.6, 0.3, -0.9, -6.0
> Cc1ccc2c(c1)c(N=NC(N)=O)c(O)n2C
  -0.4, -5.1, -5.8, -1.6, 12.2, -4.0, 0.8, -3.1, 4.3, 5.4
> CCC(=O)N1CCC2(CC1)Oc1ccc(Cl)cc1C(=O)C21CC(c2ccccc2)=NO1 (configuration not stated)
  -0.4, -1.1, 5.9, -2.4, 11.4, -10.9, -15.6, -1.2, 1.5, -2.9
> COC(=O)Cc1ccc(OC2(C)CCN(Cc3csc4ccccc34)C2)cc1 (configuration not stated)
  4.3, -0.2, -0.4, 3.4, 3.7, 14.1, ·, 2.6, -4.6, -4.8
> CCCC[C@@H](CNC)NC[C@H](Cc1ccc(O)cc1)NCCc1ccc(OCC)cc1
  0.3, -1.4, -3.4, 15.6, 6.6, -0.1, -6.2, -1.2, 1.8, -6.7
> CC1CCCC(NC(=O)COC(=O)c2cccc(S(=O)(=O)N3CCCCC3)c2)C1C (configuration not stated)
  0.3, -0.1, 1.1, -2.1, -4.6, -14.2, 7.5, 1.7, -2.1, -0.5
> CC(C)[C@@H]1Cc2[nH][nH]c(=O)c2[C@H](c2ccc(F)cc2)O1
  2.4, 1.3, 2.0, 6.8, -3.1, -3.1, ·, 5.9, -4.3, -7.0
> N#Cc1cc2c(nc1SC1CCCCC1O)CCCC2 (configuration not stated)
  0.3, 1.2, -2.1, 4.4, 5.6, 6.2, -2.5, -3.9, 1.0, 4.8
> CCn1c(N)nc2c1c(=O)n(C)c(=O)n2C
  3.7, -1.9, -2.3, 6.9, -1.3, -1.0, 2.2, 5.6, 1.7, -1.3
> Cc1ccc(C(=O)Cc2ccccc2)cc1
  -1.3, -0.3, -6.0, 0.9, 3.8, 0.3, 1.4, 1.3, 6.2, -3.1
> CCN1CCN(c2ccc(NC(=O)COc3ccc(Cl)cc3C)cc2)CC1
  0.3, 0.0, 8.4, -0.1, -5.7, 2.2, 9.9, -2.2, -0.6, 3.1
> COc1ccc(N(CC(=O)NCc2ccccn2)S(=O)(=O)c2ccccc2[N+](=O)[O-])c(OC)c1
  0.7, -0.6, -8.8, -0.6, -6.8, -9.3, -0.5, -2.1, -0.3, -2.8
> O=C(OCC(=O)N1CCc2ccccc21)c1ccc[nH]c1=O
  3.5, 1.1, -3.0, 0.7, -7.4, 6.0, 5.5, 0.1, 0.0, -6.0
> CC(C)CC1C(C#N)=C(N)OC2=C1C(=O)CC(c1ccccc1)C2 (configuration not stated)
  5.3, 0.8, -1.0, 0.7, -6.8, 0.5, -3.3, -0.5, -1.6, 0.9
> Cc1c(Br)c(=O)oc2c(Br)c(O)c(O)cc12
  -0.8, -1.5, -3.8, 50.7*, -2.7, -0.1, 64.1*, 17.8, -1.9, -26.2
> O=S1(=O)c2c(cccc2N2CC[C@H](O)C2)O[C@@H]2CCN1C2
  0.2, ·, 2.8, -2.8, ·, ·, ·, 2.1, -1.6, -4.0
> NCCCNCCCCNCCCN
  5.8, 1.6, 4.3, -4.7, 4.2, 7.3, 3.4, 1.5, 2.4, 4.1
> Cc1cc(C(F)(F)F)nc(CCNC(=O)C2CCC(=O)N(Cc3cccc(F)c3)C2)n1 (configuration not stated)
  2.3, 1.3, 1.2, 4.7, 4.7, 0.0, -1.8, -6.3, -0.7, -4.4
> O=C(COC(=O)Cc1cccs1)Nc1ccc(F)c(F)c1F
  2.6, -0.9, 0.6, 4.6, -5.9, 4.4, 2.2, 5.2, -2.7, -4.7
> COc1cc(-c2cnc3c(NC=O)cc(-c4ccsc4)cn23)cc(OC)c1OC
  5.0, 1.0, 10.1, 10.3, -9.8, 4.8, ·, 10.6, -1.6, 0.8
> Cc1c(-c2ccccc2)[n+](=O)c(-c2ccco2)c(C)n1[O-]
  -2.9, -4.2, 0.3, -5.8, 12.4, 2.4, 10.3, -1.1, -4.5, 5.5
> O=C(N/N=C/c1ccccc1OCC(=O)N1CCCC1)C(=O)Nc1ccccc1F
  5.7, -0.2, 2.9, 10.7, 14.9, 0.2, -1.9, -4.7, 0.6, -3.0
> COc1ccc2c(-c3ccccc3)cc3nnnn3c2c1
  4.6, 9.9*, -2.8, -3.0, 14.9, 0.8, -6.6, 1.2, 2.4, 15.5
> CC(C)c1ccc(N(C(=O)c2snc(C(N)=O)c2N)C(C(=O)NCC2CCCO2)c2ccc(N(C)C)cc2)cc1 (configuration not stated)
  -1.6, -2.0, -0.2, 2.2, 9.5, -5.0, -7.1, 7.2, 0.4, 9.4
> COc1ccc(CN(CC(=O)NCc2ccco2)C(=O)CCC(=O)Nc2ccccn2)cc1
  1.2, 0.4, -6.4, 1.4, -6.4, 0.1, 5.8, -7.2, 0.2, -1.5
> COC(=O)[C@]12C[C@H](CC(=O)NCCCCc3ccccc3)C(=O)N(Cc3ccc(Cl)cc3Cl)C1=C[C@H](C1CCCC1)O[C@@H]2C
  -7.3, ·, -0.6, -2.1, ·, ·, ·, 10.8, -1.7, -1.8
> Cc1nc(SCc2c(F)cccc2Cl)c2c(=O)n(C)c(=O)n(C)c2n1
  11.7, -1.4, 8.3, -3.4, 2.2, 5.2, 0.4, 3.0, 0.1, -7.8
> CCCCn1c2nc3ccccc3nc2c2c(=N)oc(C)nc21
  9.5, 0.8, 0.1, 0.0, 4.4, -6.7, -1.0, 3.0, 0.1, -5.5
> CC(C)(C)OC(=O)N1CCC(CC2CC(c3ccc(Cl)cc3)=NO2)(C(=O)NCC2CCCCC2)CC1 (configuration not stated)
  -0.8, -0.8, 2.4, 1.3, 1.5, 0.0, -6.8, -2.0, 3.3, -1.0
> CC(O)C1C(=O)OC2(C)CC(C)(C)NC(=S)N12 (configuration not stated)
  -1.9, -2.5, 5.3, 2.2, -3.2, -6.8, 2.0, 0.3, 2.5, 1.4
> COC(=O)c1ccccc1NC(=S)N(Cc1ccc2c(c1)OCO2)Cc1cc2ccc(C)cc2[nH]c1=O
  -1.5, -1.8, 7.1, -5.0, 3.5, 5.2, -26.6, 7.6, -0.7, 8.4
> Cc1cc(C)c(C(=O)CSc2nc(C)cc(=O)[nH]2)c(C)c1
  -2.4, -0.5, -4.7, 4.4, 13.4, 0.4, 5.3, 6.3, -2.0, -1.6
> CNC(=O)c1c(NC(=O)CCS(=O)(=O)c2ccc(C)cc2)sc2c1CCN(C(=O)OC)C2
  3.6, 1.8, 0.5, -0.1, 2.3, -2.3, -1.8, 6.4, 1.6, 2.8
> O=C(NCc1ccncc1)[C@@H]1CCCN1C(=O)[C@H]1CCCN1C(=O)c1cccc2ccccc12
  3.2, 0.9, 0.8, -7.5, -1.0, 7.3, ·, 0.5, -3.6, -4.9
> CS(=O)(=O)N(CC(=O)Nc1cc(Cl)ccc1Cl)c1ccccc1
  -6.1, -1.3, -5.2, 1.9, 11.7, -11.1, -8.3, -2.5, 4.5, -3.2
> Cc1cccc(C(=O)Nc2ccc(C(=O)/C=C/c3ccncc3)cc2)c1
  29.8, -0.7, 24.3, -20.2, 1.5, 3.0, -102.5, 13.9, -6.2, -2.2
> Cc1cnc(CNC(=O)c2ccc3oc(Cc4ccccc4)nc3c2)[nH]1
  2.5, -1.4, 4.0, 5.4, 1.8, 6.0, 1.6, 1.4, -0.7, -1.4
> CC(C)CC(=O)Nc1nnc(SCC(=O)NC2CCCCC2)s1
  4.4, -3.1, 6.1, -0.1, 6.9, 1.8, -3.0, -2.2, -1.6, -5.7
> CC(C)=CC(=O)N1CCC(n2nccc2NC(=O)CCc2ccccc2)CC1
  5.5, -2.2, 2.3, -12.2, -4.9, -3.0, 2.5, -5.7, 0.5, 4.0
> CC1CC(c2ccccc2)n2nc(NC(=O)c3cccs3)nc2N1 (configuration not stated)
  1.7, 0.0, 1.0, -1.7, 0.9, 0.5, -38.8, 1.1, -0.1, -3.6
> C=C1CCN([C@@H](CC(C)C)C(=O)Nc2ccc(OC)cc2)S(=O)(=O)c2ccccc21
  -1.6, -0.8, 1.1, -3.6, 1.7, 10.1, -15.7, -0.3, -0.4, -0.6
> COC(=O)COc1ccc(-c2ccccc2)cc1C=O
  -1.9, -2.5, -10.9, 3.1, 1.6, 3.5, -16.8, -0.6, 4.5, 1.5
> COc1ccccc1CN1CC(C(=O)NCCn2ccc(C)n2)CCC1=O (configuration not stated)
  3.9, -1.7, 5.9, 5.9, 1.8, 0.3, 4.8, -6.0, -1.1, 0.4
> C=CCNC(=S)N1CCOCC1
  -1.0, -1.4, 6.3, -1.5, 3.0, -4.8, 4.6, 1.0, -4.2, 3.1
> CCCNC(=O)CCCCn1c(=S)[nH]c2c([nH]c3ccc(OC)cc32)c1=O
  5.4, -1.5, 2.5, -0.3, 10.7, -0.4, -1.0, 2.3, 1.3, 0.8
> CCC1Oc2ccc(C)cc2N(CC(=O)NCC2CCCO2)C1=O (configuration not stated)
  -0.7, -2.7, -4.4, 11.1, 3.4, 8.4, 8.7, -1.5, 5.3, -0.2

Record cards (already shown):
Entry for CC(C)CC(=O)Nc1nnc(SCC(=O)NC2CCCCC2)s1 : NPR1 activator = 4.4; PG9 Ab binder = -3.1; GC-B act = 6.1; mABHD4 FP = -0.1; ARFGAP1 inh = 6.9; ASAP1 GAP inh = 1.8; HTRA1 inh = -3.0; rCAG binder = -2.2; SMARCA2 act = -1.6; NR1D1 modulator = -5.7
Entry for Cc1c(Br)c(=O)oc2c(Br)c(O)c(O)cc12 : NPR1 activator = -0.8; PG9 Ab binder = -1.5; GC-B act = -3.8; mABHD4 FP = 50.7*; ARFGAP1 inh = -2.7; ASAP1 GAP inh = -0.1; HTRA1 inh = 64.1*; rCAG binder = 17.8; SMARCA2 act = -1.9; NR1D1 modulator = -26.2

Screens deposited in PubChem by several laboratories.
